Screens (PubChem)
Anthrax LF prot – Bacillus anthracis LF protease inhibitors, primary screen, biochemical, multiplex microsphere, MLPCN library; Lethal factor (Bacillus anthracis), P15917; multiplex microsphere protease cleavage assay; inhibition, % at 10 µM; 360,000 tested, 0.12% active; AID 588501, 2011; note: plate controls were buffer without enzyme for full effect and enzyme alone for no effect
Target sequence (P15917 whole entry, looked up): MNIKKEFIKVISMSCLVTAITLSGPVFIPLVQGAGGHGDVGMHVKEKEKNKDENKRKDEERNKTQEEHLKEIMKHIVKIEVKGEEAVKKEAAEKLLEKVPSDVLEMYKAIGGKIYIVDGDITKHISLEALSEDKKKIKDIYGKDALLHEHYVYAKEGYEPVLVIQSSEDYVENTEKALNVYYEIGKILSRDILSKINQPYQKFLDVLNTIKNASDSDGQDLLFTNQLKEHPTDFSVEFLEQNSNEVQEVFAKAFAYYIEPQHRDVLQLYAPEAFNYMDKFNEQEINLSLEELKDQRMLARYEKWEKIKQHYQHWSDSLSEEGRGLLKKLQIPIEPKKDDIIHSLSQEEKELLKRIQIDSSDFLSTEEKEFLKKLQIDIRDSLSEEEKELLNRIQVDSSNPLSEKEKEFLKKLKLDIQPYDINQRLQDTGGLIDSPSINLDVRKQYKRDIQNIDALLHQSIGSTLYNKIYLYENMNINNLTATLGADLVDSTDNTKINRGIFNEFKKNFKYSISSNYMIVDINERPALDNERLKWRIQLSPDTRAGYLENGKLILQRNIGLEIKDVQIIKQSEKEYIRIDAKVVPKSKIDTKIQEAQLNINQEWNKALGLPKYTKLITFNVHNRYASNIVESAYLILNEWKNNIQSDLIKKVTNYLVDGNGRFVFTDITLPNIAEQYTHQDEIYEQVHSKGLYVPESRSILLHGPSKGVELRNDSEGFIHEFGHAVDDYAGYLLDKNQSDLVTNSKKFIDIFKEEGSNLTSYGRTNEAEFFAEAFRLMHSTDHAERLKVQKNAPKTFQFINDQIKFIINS
BH1578 lux ind – inducers of Vibrio cholerae quorum light production without autoinducers, primary screen, BH1578 luxS cqsA deficient, single point; V. cholerae BH1578 lux reporter, luminescence, 6 h; activation, % at 18.7 µM; 350,000 tested, 0.16% active; AID 588436, 2011; in the data active = activation mostly above about 9.7%, no sharp cut-off; inconclusive = no clear call, values can overlap the other calls; inactive = mostly below about 3.7%; note: not every result past the cut was called active; inactives centre near 0; reference of the scale not given here
SARS 3CLpro inh – SARS-CoV 3CLpro protease inhibitors, primary screen, biochemical, quenched FRET | AID 1706, 2009 | inhibition, % at 6 µM | 290,000 tested, 0.14% active | Replicase polyprotein 1ab (Severe acute respiratory syndrome coronavirus), P0C6X7 | recombinant SARS-CoV 3CLpro, quenched FRET peptide cleavage; in the data active = inhibition above about 12%
PfHsp40 rescue – rescue of yeast from PfHsp40 toxicity, primary screen, S. cerevisiae, ATP luminescence. S. cerevisiae expressing PfHsp40, growth rescue. growth rescue, % at 12.5 µM. 340,000 tested, 0.68% active. AID 504582, 2011; in the data active = growth rescue above about 28%, passing the limit was not always enough; inconclusive = no clear call, values can overlap the other calls;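 note: yeast W303a lacking pdr1 and pdr3 grown in galactose medium; growth measured after three days at 30 °C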
TcdB GH inh – TcdB glycohydrolase inhibitors, primary screen, biochemical, single point, plate reader. TcdB glycohydrolase enzymatic assay. inhibition, % at 9.99 µM. AID 652162, 2013. 350,000 tested, 0.24% active; in the data active = inhibition above about 10%
BoNT-A LC inh2 – BoNT/A light chain protease inhibitors, primary screen, biochemical, flow cytometry, MLPCN library; multiplex microsphere protease substrate cleavage; 360,000 tested, 0.17% active; inhibition, % at 10 µM; AID 588499, 2011; note: plate controls were buffer without enzyme for full effect and enzyme alone for no effect
PriA SSB inh – inhibitors of Klebsiella pneumoniae PriA binding to SSB C-terminal tail, primary screen, biochemical, AlphaScreen; PriA–SSB C-terminal tail interaction (Klebsiella pneumoniae); AlphaScreen SSBct-PriA binding, biotinylated peptide; inhibition, % at 33 µM; 430,000 tested, 0.6% active; AID 1272365, 2023; in the data active = inhibition mostly above about 37%, no sharp cut-off; inactive = mostly below about 20%;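 note: plate controls were negative control peptide for no effect and reference peptide for full effect; strong numbers were not always called active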
PrPC TRFRET – inhibitors of human cell surface prion protein PrPC, primary screen, cell-based, TR-FRET. 370,000 tested, 0.43% active. TR-FRET read-out. AID 720596, 2013. inhibition, % at 13.8 µM; in the data active = inhibition above about 24%; note: 0% = median of the test wells and 100% = reference compound wells
Yp Topo-I inh – Yersinia pestis topoisomerase I inhibitors, primary screen, biochemical, cleavage product accumulation, plate reader, single point; Y. pestis Topo-I cleavage product accumulation; DNA topoisomerase I (Yersinia pestis CO92); activity, % at 10 µM; AID 504884, 2011; 360,000 tested, 0.064% active; in the data active = activity above about 50%, passing the limit was not always enough; inconclusive = no clear call, values can overlap the other calls; note: inactives centre near 2
* marks the source's active call; other numbers are inactive results; i = inactive; u = inconclusive; x = not tested or not shown; + = active, no number. Cut-off read from the data, not from the text of the source, unless noted: active = inhibition above about 30%; inconclusive = no clear call, values can overlap the other calls; inactive = below that. The list is partial (hit frequency here may not be typical).

structure	Anthrax LF prot	BH1578 lux ind	SARS 3CLpro inh	PfHsp40 rescue	TcdB GH inh	BoNT-A LC inh2	PriA SSB inh	PrPC TRFRET	Yp Topo-I inh
CCOc1ccc(N2C(=O)/C(=C/c3ccc(C)o3)C(=O)NC2=S)cc1	-8	i	6	0.7	0.6	-1.9	1	-5	3
Cc1ccc(CNC(=S)Nc2ccc3c(c2)c(=O)n(C)n3Cc2cccc(C(F)(F)F)c2)cc1	-8	i	x	x	0.9	-0.3	x	17	14
COc1cccc(CN(C)C(=O)c2cc(S(=O)(=O)NC3CCCCC3)ccc2C)c1OC	-1	i	x	0.2	-0.2	-0.3	-1	10	3
C/C(=N\NC(=O)CNC(=O)C(c1ccccc1)c1ccccc1)c1ccc(C(C)(C)C)cc1	-1	-0.1	4	-1.0	x	2.1	x	1	5
O=C(Cn1nnc(-c2ccccc2)n1)NCc1ccccc1	1	i	-5	1.7	x	0.5	-3	-2	11
O=C(Nc1ccc(Cl)c(Cl)c1)N1CCC(N2CCCCC2)CC1	-6	+	1	-0.2	x	-0.6	-14	-2	-13
Cc1ccc(NC(=O)CSCc2ccc(F)cc2)cc1	1	3.7	-5	0.7	x	-0.3	-26	4	3
O=C(COc1ccc(S(=O)(=O)N2CCOCC2)cc1)NC1CC1	3	-0.3	2	0.0	-0.3	4.4	-6	0	2
CC1=C(C(=O)N2CCOCC2)CC(CC(=O)NCc2cccs2)C(=O)N1Cc1ccc(C(C)(C)C)cc1 (stereo not drawn)	-6	-0.2	x	x	1.8	-0.9	x	2	16
C=CCn1c(N)c(C(=O)NCCC2=CCCCC2)sc1=S	-5	-1.8	3	2.8	0.8	-1.0	18	-2	5
Cc1nc(-c2ccc(S(=O)(=O)Oc3ccccc3Cl)s2)cs1	2	0.0	1	-0.1	0.5	-1.4	-11	-28	-11
O=C(Nc1cccnc1)c1ccc(Cl)c(Cl)c1	3	-0.9	2	0.6	1.7	2.2	-9	4	-10
COc1ccc(N2C(=O)C3C(C2=O)C2C=CC3C23CC3)c([N+](=O)[O-])c1 (stereo not drawn)	-2	0.2	0	-1.2	0.6	0.0	-5	-11	-1
CN(C)C(=O)CSc1nnc(NC(=O)CCc2ccccc2)s1	-7	i	3	-1.3	0.7	u	-6	1	-1
Cn1c(Cn2c(=O)sc3ccccc32)nnc1SCC(=O)N1CCCc2ccccc21	0	-0.2	3	0.8	1.2	-0.2	-5	4	18
Cc1ccc(NC(=O)C2CCN(S(=O)(=O)c3c(C)noc3C)CC2)cc1C	2	-0.4	6	-1.4	-1.2	-0.7	-10	2	7
Cc1nnc(SCC(=O)NC2CC2)n1-c1ccccc1	3	i	-2	-0.7	1.1	0.9	-17	0	2
N#Cc1cc(C(=O)c2ccccc2OCC(=O)Nc2ccccc2Cl)cn(C2CCCCC2)c1=O	0	-0.1	4	0.8	1.8	0.1	-17	-14	18
O=C(Nc1nc(-c2ccccn2)cs1)c1ccc(-c2ccccc2F)o1	7	-0.6	x	-0.3	1.2	8.0	-9	-2	-9
Cc1cc(C)c(C)c(C(O)(C(=O)O)c2ccccc2)c1 (stereo not drawn)	0	-3.1	x	x	1.1	-0.2	x	11	6
COc1ccccc1C(=O)Nc1ccc(Cc2ccncc2)cc1	-2	-0.1	-6	-0.4	2.8	-0.4	-9	4	15
Nc1nc(SCC(=O)N2CCCc3ccccc32)n(-c2ccccc2)n1	6	0.2	-4	0.7	0.4	0.2	-4	12	13
COc1cccc(C(C)NC(=O)Cc2cccs2)c1 (stereo not drawn)	6	-0.8	3	-2.0	-1.1	-2.8	-8	0	-5
CCCCN(C)C(=O)c1sc2ncn(CC)c(=O)c2c1C	3	i	-2	2.1	x	-0.4	-6	-1	-5
Cc1oc(-c2ccc(Cl)cc2)nc1CS(=O)CC(=O)NCc1ccccc1 (stereo not drawn)	-1	i	0	-1.4	0.9	-0.5	-14	-2	-3
O=C1CCN(CCc2ccccc2)CCN1CCSc1ccccc1	5	-0.4	-3	-1.6	1.3	-1.2	-13	-3	25
Cc1nccn1CCC(=O)Nc1ccc(Cl)cc1	2	-0.5	-2	-0.1	1.3	-0.5	-5	5	3
Cc1ccc(NS(=O)(=O)c2cc(C(=O)N3CCN(CCO)CC3)ccc2C)cc1	0	-3.5	x	-1.3	1.1	-0.2	-13	4	2
Cc1cc(-c2csc(N)n2)c(C)n1Cc1ccco1	-23	-0.3	4	0.0	-1.2	-4.7	1	-4	-1

14 compounds already listed, sorted by heavy-atom count, rising.
structure	Anthrax LF prot	BH1578 lux ind	SARS 3CLpro inh	PfHsp40 rescue	TcdB GH inh	BoNT-A LC inh2	PriA SSB inh	PrPC TRFRET	Yp Topo-I inh
O=C(Nc1cccnc1)c1ccc(Cl)c(Cl)c1	3	-0.9	2	0.6	1.7	2.2	-9	4	-10
Cc1nccn1CCC(=O)Nc1ccc(Cl)cc1	2	-0.5	-2	-0.1	1.3	-0.5	-5	5	3
Cc1cc(-c2csc(N)n2)c(C)n1Cc1ccco1	-23	-0.3	4	0.0	-1.2	-4.7	1	-4	-1
Cc1cc(C)c(C)c(C(O)(C(=O)O)c2ccccc2)c1 (stereo not drawn)	0	-3.1	x	x	1.1	-0.2	x	11	6
C=CCn1c(N)c(C(=O)NCCC2=CCCCC2)sc1=S	-5	-1.8	3	2.8	0.8	-1.0	18	-2	5
Cc1nc(-c2ccc(S(=O)(=O)Oc3ccccc3Cl)s2)cs1	2	0.0	1	-0.1	0.5	-1.4	-11	-28	-11
CN(C)C(=O)CSc1nnc(NC(=O)CCc2ccccc2)s1	-7	i	3	-1.3	0.7	u	-6	1	-1
COc1ccccc1C(=O)Nc1ccc(Cc2ccncc2)cc1	-2	-0.1	-6	-0.4	2.8	-0.4	-9	4	15
O=C1CCN(CCc2ccccc2)CCN1CCSc1ccccc1	5	-0.4	-3	-1.6	1.3	-1.2	-13	-3	25
O=C(Nc1nc(-c2ccccn2)cs1)c1ccc(-c2ccccc2F)o1	7	-0.6	x	-0.3	1.2	8.0	-9	-2	-9
Cc1ccc(NC(=O)C2CCN(S(=O)(=O)c3c(C)noc3C)CC2)cc1C	2	-0.4	6	-1.4	-1.2	-0.7	-10	2	7
Cc1ccc(NS(=O)(=O)c2cc(C(=O)N3CCN(CCO)CC3)ccc2C)cc1	0	-3.5	x	-1.3	1.1	-0.2	-13	4	2
Cn1c(Cn2c(=O)sc3ccccc32)nnc1SCC(=O)N1CCCc2ccccc21	0	-0.2	3	0.8	1.2	-0.2	-5	4	18
N#Cc1cc(C(=O)c2ccccc2OCC(=O)Nc2ccccc2Cl)cn(C2CCCCC2)c1=O	0	-0.1	4	0.8	1.8	0.1	-17	-14	18

Fetched by structure from above (two):
structure	Anthrax LF prot	BH1578 lux ind	SARS 3CLpro inh	PfHsp40 rescue	TcdB GH inh	BoNT-A LC inh2	PriA SSB inh	PrPC TRFRET	Yp Topo-I inh
Cc1nccn1CCC(=O)Nc1ccc(Cl)cc1	2	-0.5	-2	-0.1	1.3	-0.5	-5	5	3
O=C1CCN(CCc2ccccc2)CCN1CCSc1ccccc1	5	-0.4	-3	-1.6	1.3	-1.2	-13	-3	25
